GalR3 antag = blocks the human galanin receptor 3. O60755. HEK293 GalR3-CNG cAMP membrane potential fluorescence; galR3 body fused to GalR1 C-terminus. inhibition, % at 3 µM. 360,000 tested, 0.44% active;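 active = inhibition above the screen-wide average plus 3 SD, cut at about 13% in these data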;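 note: forskolin and galanin both at EC90 stimulate the cells; cAMP rise reported by CNG channel membrane potential dye signal; 0% = forskolin plus galanin with DMSO and 100% = forskolin alone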
Target sequence (O60755 1-299 limits assumed): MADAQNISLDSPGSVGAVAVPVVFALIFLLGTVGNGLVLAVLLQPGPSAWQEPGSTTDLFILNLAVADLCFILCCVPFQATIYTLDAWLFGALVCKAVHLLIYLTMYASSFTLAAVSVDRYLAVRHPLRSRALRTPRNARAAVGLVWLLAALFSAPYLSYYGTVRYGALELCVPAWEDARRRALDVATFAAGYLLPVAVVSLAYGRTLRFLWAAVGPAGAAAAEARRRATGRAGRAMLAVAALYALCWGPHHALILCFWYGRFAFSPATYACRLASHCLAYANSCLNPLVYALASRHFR
CRFR2-BP antag = antagonists of CRF-binding protein/CRF-R2 receptor complex; inhibition, % at 11.8 µM; 350,000 tested, 0.59% active; HEK293 CRF-R2/CRF-BP, CRF-induced calcium fluorescence;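 active = inhibition of the ligand-induced calcium signal above about 50% at the single tested concentration, limit read from the data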
NS3 helicase inh = inhibitors of Hepatitis C virus NS3 helicase; 290,000 tested, 0.56% active; NS3 helicase DNA unwinding, Cy5 molecular beacon fluorescence; inhibition, % at 10.9 µM;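 active = inhibition above the mean of all tested compounds plus 3 SD, set per campaign, cut at about 35% in these data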;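 note: 0% = DMSO wells and 100% = thioflavine S control wells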
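System: Hepatitis C virus NS3 helicase domain fragment enzyme | Reagent: Annealed dual-labelled DNA beacon duplex, ATP-started | Compound dosing: 10.9 µM single point, 0.8% DMSO | Incubation: 1 h reaction at 25 °C, ATP-initiated | Technique: Cy5 fluorescence | Evaluation: Percent inhibition from t60/t0 fluorescence ratio | Benchmarks: Low DMSO, high thioflavine S at 110 µM | Replication: Singlicate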
MEKK2 WT-MEK5 = raises or lowers MEK5 binding to wildtype human MEKK2 PB1 domain. Q9Y2U5. bead flow cytometry, Alexa488-MEK5 binding to MEKK2 WT; actives lie on both sides. binding response (% of control), % at 10 µM. 290,000 tested, 1.1% active; in the data active = binding response below about 67% or above about 130%
SUMO HTRF inh = inhibitors of human SUMOylation (UBC9); P63279; HTRF SUMOylation assay, SAE1/SAE2 + UBC9, in vitro; inhibition, % at 35 µM; 290,000 tested, 0.36% active; AID 2006; in the data active = inhibition above about 50%, passing the limit was not always enough; note: strong numbers were not always called active
Target sequence (P63279 whole entry, looked up): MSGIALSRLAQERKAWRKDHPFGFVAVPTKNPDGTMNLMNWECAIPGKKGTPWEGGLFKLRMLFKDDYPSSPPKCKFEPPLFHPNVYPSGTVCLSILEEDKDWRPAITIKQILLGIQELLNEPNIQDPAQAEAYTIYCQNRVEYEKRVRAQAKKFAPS
CRFR2-BP ag = CRF-BP/CRF-R2 complex agonism; HEK293 CRF-R2/CRF-BP, calcium dye fluorescence (FLIPR); percent of saturating CRF peptide response; activation, % at 13.2 µM; 350,000 tested, 0.46% active;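 active = activation of at least 50%, plus an integration ratio under a set limit after plate pattern correction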;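 note: plate controls were neutral control wells without compound for no effect and CRF at EC100 for full effect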
FID counter = displaces DNA intercalator in HCV helicase counter-screen; inhibition, % at 7.9 µM; 290,000 tested, 0.17% active; DNA fluorescent intercalator displacement, fluorescence; AID 1845; in the data active = inhibition above about 37%;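 note: 0% = vehicle and 100% = reference compound; higher means more ethidium bromide displaced from hairpin DNA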
MEKK2 mut-MEK5 = signal of MEK5 binding to mutant human MEKK2 PB1 domain | bead flow cytometry, Alexa488-MEK5 binding to MEKK2 mutant | percent response, % at 10 µM | 290,000 tested, 0.35% active | AID 1530; in the data active = percent response above about 24%, passing the limit was not always enough; note: inactives centre near 1; some results filed as inactive read as strong as hits
MEKK3 PB1 HTS = modulators (inhibitors or enhancers) of MEK5 binding to human MEKK3 PB1 domain. Q99759. binding response (% of control), % at 10 µM. 290,000 tested, 1.4% active. bead-based flow cytometry, Alexa488-MEK5 binding to MEKK3; actives lie on both sides; 0 = blocked by unlabeled MEK5, 100 = vehicle;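 active = binding response more than 3 SD above or below the average of its plate-row segment, actives on both sides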;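 note: Alexa488 bead fluorescence after subtracting the streptavidin-only scavenger bead signal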
Target sequence (Q99759 whole entry, looked up, the tested form may be a part): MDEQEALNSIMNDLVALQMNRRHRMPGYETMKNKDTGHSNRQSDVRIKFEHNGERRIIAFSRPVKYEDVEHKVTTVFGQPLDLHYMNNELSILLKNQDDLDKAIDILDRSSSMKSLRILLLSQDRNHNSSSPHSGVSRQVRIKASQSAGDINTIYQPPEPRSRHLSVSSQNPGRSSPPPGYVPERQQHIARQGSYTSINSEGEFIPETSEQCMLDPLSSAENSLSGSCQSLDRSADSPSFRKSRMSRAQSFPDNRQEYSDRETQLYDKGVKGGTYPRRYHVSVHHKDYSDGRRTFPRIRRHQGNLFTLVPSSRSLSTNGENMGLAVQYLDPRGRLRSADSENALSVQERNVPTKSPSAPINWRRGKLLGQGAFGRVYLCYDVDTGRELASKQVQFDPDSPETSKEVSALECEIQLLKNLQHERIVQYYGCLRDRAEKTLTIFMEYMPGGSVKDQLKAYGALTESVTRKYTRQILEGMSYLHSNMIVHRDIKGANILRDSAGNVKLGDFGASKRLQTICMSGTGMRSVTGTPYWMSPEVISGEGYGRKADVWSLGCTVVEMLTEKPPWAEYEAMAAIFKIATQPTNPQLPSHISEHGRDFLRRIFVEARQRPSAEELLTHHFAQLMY
* = called active by the depositor; . = no result given.

SMILES	GalR3 antag	FID counter	SUMO HTRF inh	NS3 helicase inh	CRFR2-BP ag	CRFR2-BP antag	MEKK2 WT-MEK5	MEKK3 PB1 HTS	MEKK2 mut-MEK5
O=C(O)c1cc(NC(=O)C2CCCO2)cc(C(=O)O)c1 (stereo not drawn)	-5	-1	5	-1	-1.1	5	102	99	1
O=C(Nc1ccccc1)C(=O)Nc1cccnc1	-2	-2	13	0	-0.7	5	91	92	-13
Cn1c(NCCO)nc2c1c(=O)n(Cc1ccc(F)cc1)c(=O)n2C	-4	-9	0	-9	0.1	-1	111	105	9
CC1(C)NC(=O)N(CCOCCOc2c(Cl)cc(Cl)cc2Cl)C1=O	-1	-24	12	0	-0.8	-7	99	101	1
Cc1ccccc1N(C(=O)CNC(=O)c1ccco1)C(C(=O)NC1CCCC1)c1ccncc1 (stereo not drawn)	-3	-29	-22	18	2.4	-5	101	102	0
COc1ccc(CCC(C)NC(=O)CCc2ccccc2)c(OC)c1 (stereo not drawn)	-11	-26	-19	-11	0.5	-3	103	101	3
Cn1c(=O)c2c(nc3n2CC(CO)O3)n(C)c1=O (stereo not drawn)	-8	-8	-4	9	2.8	-4	98	100	12
Cc1ccc(CNC(=O)C(CCC(N)=O)NC(=O)OCc2ccccc2)cc1 (stereo not drawn)	3	-11	0	-5	-0.8	-9	101	100	0
O=[N+]([O-])c1nn(-c2ccc3c(c2)OCCO3)n(O)c1=NCCCO	-2	-3	28	-4	0.0	0	106	100	2
CCOc1ccc(NC(=O)C(=O)NCCN2CCN(C(=O)c3ccc(C)cc3)CC2)cc1	-9	-37	1	-1	-1.3	5	97	101	0
COc1ccc(CCN(C)CC(O)c2ccccc2)cc1OC (stereo not drawn)	0	0	13	0	-0.1	20	96	102	0
CCCc1noc2c1C(c1cc(Br)ccc1F)C(C#N)=C(N)N2 (stereo not drawn)	-5	-3	-15	-9	-1.9	-32	66	61	-13
COc1ccc(C(C)=O)cc1CN1C(=O)NC(CC(C)C)C1=O (stereo not drawn)	-3	-12	16	-5	1.7	11	92	87	-3
COc1ccccc1N=Cc1c(O)c2ccccc2oc1=O	11	-13	26	27	-3.5	-14	102	121	-1
CCn1c(SCC(=O)NCC(=O)Nc2ccc(F)cc2)nnc1-c1ccncc1	-3	-6	38	10	0.8	3	102	104	3
COc1cccc(C2Nc3cccc4cccc(c34)N2)c1	-3	1	29	-12	2.1	-18	99	103	-1
CCOC(=O)c1ccc(NCC(O)COc2ccccc2)cc1 (stereo not drawn)	-5	-11	-2	-17	1.2	-11	99	101	3
CCOC(=O)C(CSCc1ccccc1)NC(=O)OC(C)(C)C (stereo not drawn)	2	-25	4	-1	1.1	-12	101	103	-11
CCC(=Nc1ccccc1O)C1=C(O)CC(c2ccccc2)CC1=O (stereo not drawn)	-2	-14	29	26	0.3	6	97	98	-7
Clc1cncc(Cl)c1N/N=C/c1ccccc1	-2	-4	0	-2	-2.0	-14	103	105	-5
CCOC(=O)c1cn(CC(=O)Nc2ccccc2C(=O)OCC)nn1	0	-11	-7	10	1.9	1	98	100	-3
COc1ccc(C(=O)COC(=O)CN2C(=O)C3C4C=CC(C5CC45)C3C2=O)cc1 (stereo not drawn)	-4	-26	-1	-9	0.5	-3	99	97	0
O=C(NCCc1cccs1)c1cccs1	-5	-5	8	30	-1.0	0	106	100	5
Cc1cccc(OC(C)C(=O)N2CCCc3ccccc32)c1 (stereo not drawn)	-8	-27	16	0	0.2	10	92	92	-4

A different layout for 4 compounds above.
> COc1ccccc1N=Cc1c(O)c2ccccc2oc1=O
  GalR3 antag: 11	FID counter: -13	SUMO HTRF inh: 26	NS3 helicase inh: 27	CRFR2-BP ag: -3.5	CRFR2-BP antag: -14	MEKK2 WT-MEK5: 102	MEKK3 PB1 HTS: 121	MEKK2 mut-MEK5: -1

> COc1ccc(C(=O)COC(=O)CN2C(=O)C3C4C=CC(C5CC45)C3C2=O)cc1 (stereo not drawn)
  GalR3 antag: -4	FID counter: -26	SUMO HTRF inh: -1	NS3 helicase inh: -9	CRFR2-BP ag: 0.5	CRFR2-BP antag: -3	MEKK2 WT-MEK5: 99	MEKK3 PB1 HTS: 97	MEKK2 mut-MEK5: 0

> COc1ccc(C(C)=O)cc1CN1C(=O)NC(CC(C)C)C1=O (stereo not drawn)
  GalR3 antag: -3	FID counter: -12	SUMO HTRF inh: 16	NS3 helicase inh: -5	CRFR2-BP ag: 1.7	CRFR2-BP antag: 11	MEKK2 WT-MEK5: 92	MEKK3 PB1 HTS: 87	MEKK2 mut-MEK5: -3

> Cc1cccc(OC(C)C(=O)N2CCCc3ccccc32)c1 (stereo not drawn)
  GalR3 antag: -8	FID counter: -27	SUMO HTRF inh: 16	NS3 helicase inh: 0	CRFR2-BP ag: 0.2	CRFR2-BP antag: 10	MEKK2 WT-MEK5: 92	MEKK3 PB1 HTS: 92	MEKK2 mut-MEK5: -4

Continued:
SMILES	GalR3 antag	FID counter	SUMO HTRF inh	NS3 helicase inh	CRFR2-BP ag	CRFR2-BP antag	MEKK2 WT-MEK5	MEKK3 PB1 HTS	MEKK2 mut-MEK5
CSCCC(NC(=O)COc1ccccc1)C(=O)N1CCCC(C)C1 (stereo not drawn)	-2	-22	9	6	-0.8	-7	103	102	7
Brc1cccc(-c2n[nH]c(-c3ccccc3)n2)c1	-4	3	-6	-11	4.3	-4	.	.	.
O=C(CN1C(=O)/C(=C/c2ccccc2)SC1=S)NNC(=O)c1ccccc1O	-9	-2	11	-1	-2.8	5	96	99	1
COc1ccc(N2CCN(C(=O)C3(C)CC3(Cl)Cl)CC2)cc1 (stereo not drawn)	-4	-17	-8	-3	1.1	6	100	77	1
COc1ccc2c(c1)CCC(C)N2C(=O)C(=O)c1c[nH]c2ccccc12 (stereo not drawn)	-1	-15	2	-11	-9.4	-19	99	103	1
C/C(=N/NC(=O)c1ccccn1)c1c[nH]c2ccccc12	-7	-8	7	3	-4.8	23	90	89	-9
CCOC(=O)c1c(NC(=O)CC2SC(N)=NC2=O)sc2c1CCCC2 (stereo not drawn)	-11	-7	-6	8	-1.0	-70	103	100	1
COc1cccc(-n2c(CN3CCN(Cc4ccccc4)CC3)nc3ccc([N+](=O)[O-])cc3c2=O)c1	1	-7	-1	-15	.	.	94	88	-2
COc1ccc(CNC(=O)N[C@@H](CC(C)C)C(=O)O)cc1OC	-7	-4	20	-2	-0.8	-12	99	94	-19
C/C=C(\C)c1nnc(NC(=O)c2ccco2)s1	-3	-4	-4	-6	1.1	10	110	107	4
Cc1ccc(-n2nc3c(n2)/C(=N/O)CC/C3=N\O)cc1	-2	-14	20	-4	0.1	-32	99	102	1
c1ccc(C(c2nnnn2C2CCCCC2)N2CCc3ccccc3C2)nc1 (stereo not drawn)	.	1	30	-5	4.4	-8	95	98	-1
CC(CN1C(C)CCCC1C)OC(=O)c1ccccc1Br (stereo not drawn)	-11	1	6	4	0.2	-12	104	101	4
COC(=O)C1=COC(C)C2CN3CCc4c([nH]c5ccccc45)C3CC12 (stereo not drawn)	-7	-1	26	-7	19	-12	105	102	3
O=C(c1ccc(F)cc1)N1CCN(c2cc(N3CCCCC3)c(F)cc2[N+](=O)[O-])CC1	-7	-5	-27	2	7.7	-48	93	100	-7
CC(=O)Nc1nc2ccccc2n1Cc1ccccc1Cl	-1	-12	21	-6	0.0	-10	101	100	-1
c1cncc(-c2nnc(-c3cccs3)o2)c1	-2	0	27	-1	0.1	-2	98	98	-2
Cc1ccc(NC(=O)CCNS(=O)(=O)c2cccc3nsnc23)cc1	3	-4	6	10	-1.1	6	91	93	-2
COc1ccc(C(CC(=O)Nc2nccs2)n2cccc2)cc1 (stereo not drawn)	4	-4	-17	2	1.3	-35	100	101	4
CCn1c(SCC(=O)c2ccccc2)nnc1-c1cnccn1	-3	-20	19	-4	-1.0	-17	95	96	-3
Cc1cc(=O)oc2cc(OC(C)C(=O)Nc3nccs3)ccc12 (stereo not drawn)	-3	-13	-10	6	-0.1	13	94	99	-1
CN(C)C(=S)Nn1c(-c2ccccc2)nc2ccccc2c1=O	1	-6	-10	-6	-0.6	4	101	104	-2
CCOC(=O)c1cc(-c2ccc(OC(F)F)cc2)nc2c1c(=O)[nH]c(=O)n2C	3	3	16	4	-0.2	29	92	88	-3
Nc1nonc1-n1nnc(C(=O)N/N=C/c2cccnc2)c1CSC1=NCCS1	6	-14	-5	-13	-0.6	-16	99	99	1
CCc1nnc(NC(=O)COc2ccc(N(C)S(=O)(=O)c3ccc(C)cc3)cc2)s1	4	-29	-17	14	-0.5	-18	101	101	0
O=c1[nH]c2ccccc2n1Cc1ccc(F)cc1	2	-6	12	8	-1.5	-5	101	101	-1
CCc1c(C)nc(SCC(=O)Nc2nc(-c3ccc(OC)cc3)cs2)[nH]c1=O	-6	-5	5	-1	0.0	2	95	101	-2
COc1ccc(-n2c(N)c(C(=O)NCC3CCCO3)c3nc4ccccc4nc32)c(OC)c1 (stereo not drawn)	-2	-11	82	-11	0.9	-4	91	89	-11
COc1cccc(OCCNC(=O)c2cc([N+](=O)[O-])cc([N+](=O)[O-])c2)c1	-9	19	2	0	-0.7	6	98	102	-1
Cc1sc(NC(=O)CN(Cc2ccc(F)cc2)C(=O)C(C)C)c(C(N)=O)c1C	-1	-4	2	1	-0.3	-7	93	89	-3
CC(=O)c1c(C(C)=O)c(C)n(-c2ccc(N)cc2)c1C	2	-6	1	-3	-0.9	-4	.	.	.
CC(Oc1ccc(Cl)cc1Cl)C(=O)Nc1ccc(OCC(=O)O)cc1 (stereo not drawn)	-5	-31	13	6	-0.9	23	100	96	-3
COCCn1c(SCC(=O)Nc2cc(C)on2)nnc1C(C)C	-9	-3	-2	3	-0.3	-4	103	100	-2
Cc1ccc(N2CCN(/N=C/c3c(C)nn(-c4ccccc4)c3Cl)CC2)cc1	5	-2	14	14	-4.1	25	87	87	-2
O=C(Nc1cc(S(=O)(=O)N2CCCC2)ccc1OCC(F)(F)F)c1ccc(F)cc1	-2	0	-3	-4	-2.5	8	98	99	-2
CN(C(=O)CSc1nnnn1-c1ccccc1)C1CCS(=O)(=O)C1 (stereo not drawn)	-6	-2	-4	-13	-0.5	-5	96	99	-3
Clc1ccccc1-c1nnc2sc(-c3cccs3)nn12	-3	-17	20	7	0.3	-12	94	97	-8
CC1=C(C(=O)Nc2cccc(C(=O)NCc3ccc(F)cc3)c2)SCCO1	-10	-20	-4	-7	-2.8	3	102	103	1
COc1ccc(C2CC(=O)C=C(NNS(=O)(=O)c3ccc(C)cc3)C2)cc1 (stereo not drawn)	2	-20	1	15	-0.6	5	117	102	15
COc1ccc(OC)c(S(=O)(=O)N2CCCC(C(=O)NCc3ccncc3)C2)c1 (stereo not drawn)	-4	-10	3	13	-2.1	1	100	102	0
CCC(C)C(=O)Nc1ncc2c(n1)CC(c1cccs1)CC2=O (stereo not drawn)	-3	-3	20	1	0.8	-4	107	105	4
CCOCCc1nn2c(=O)cc(CSCC(=O)Nc3ccc(OC)cc3)nc2s1	-7	-13	.	-1	-1.0	2	98	96	-7
O=C(Oc1cccc(NC(=O)c2ccccc2Cl)c1)c1ccc([N+](=O)[O-])cc1	-7	6	-12	-1	-0.6	0	96	104	5
O=C(CNC(=O)c1ccccc1)NCCc1ccc(O)c(O)c1	-8	-7	-1	4	.	.	101	102	6
COc1ccccc1N1CCN(C2CCCN(C(=O)c3ccccn3)C2)CC1 (stereo not drawn)	2	-14	4	0	0.1	15	102	101	-1
Cc1cccc(CN2CCN(CC(C)C)C(CCO)C2)n1 (stereo not drawn)	-4	-4	10	18	7.5	-19	95	98	0

Some of the compounds tested. The share of hits here may be higher or lower than overall.
